GASC-1 inh: human JMJD2C demethylase inhibition. Q9H3R0. GST-JMJD2C(1-420) H3K9me3 demethylation, DELFIA europium. inhibition, % at 2.35 µM. hit rate 0.069% among 330,000. AID 2099;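 active means more than half of a compound's replicate wells show inhibition beyond 50%, single wells judged on their own value; inconclusive means some, but no more than half, of replicates pass 50% inhibition; inactive means no replicate passes 50% inhibition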;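 further: signal counts dimethyl H3K9 product captured on neutravidin plate; 0% = median of DMSO wells and 100% = 0.3 times that DMSO median; strong numbers were not always called active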
Target sequence (Q9H3R0 1-420 limits assumed): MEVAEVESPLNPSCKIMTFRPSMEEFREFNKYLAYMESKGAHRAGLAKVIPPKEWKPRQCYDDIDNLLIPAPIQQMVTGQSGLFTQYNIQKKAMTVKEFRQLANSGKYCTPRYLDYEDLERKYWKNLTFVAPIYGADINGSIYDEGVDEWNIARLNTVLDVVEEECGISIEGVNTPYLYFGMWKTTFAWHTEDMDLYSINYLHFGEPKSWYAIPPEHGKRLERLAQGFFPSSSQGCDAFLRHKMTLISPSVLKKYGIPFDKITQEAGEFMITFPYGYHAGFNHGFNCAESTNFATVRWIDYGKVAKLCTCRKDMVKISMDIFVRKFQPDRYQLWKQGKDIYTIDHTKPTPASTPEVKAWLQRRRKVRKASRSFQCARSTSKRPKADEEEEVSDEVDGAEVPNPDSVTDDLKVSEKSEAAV
RPL19A TOR yeast: modulators of TOR pathway RPL19A-GFP in S. cerevisiae | S. cerevisiae RPL19A-GFP strain, flow cytometry, 3 h; stronger effect = lower value | percent response vs DMSO, % at 10 µM | hit rate 0.3% among 330,000;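 active means percent response vs DMSO below 50%; inconclusive means fewer than 70 events counted for the yeast strain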;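 further: median channel GFP fluorescence of the barcoded RPL19A-GFP strain; ratio of sample median GFP to plate DMSO average so 100% = DMSO; lower means less RPL19A-GFP as with rapamycin TOR inhibition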
proCasp3 act: activates human procaspase-3. P42574. recombinant procaspase-3 D3A, Ac-DEVD-pNA absorbance 405 nm. activation, % at 8.5 µM. hit rate 0.11% among 330,000. AID 463141;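 active means activation above the mean of all tested compounds plus 3 SD, cut at about 21% in these data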;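 further: 0% = DMSO alone and 100% = DMSO wells spiked with extra 5 µM PC-3 D3A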
Target sequence (P42574 whole entry D9A/D28A/D175A): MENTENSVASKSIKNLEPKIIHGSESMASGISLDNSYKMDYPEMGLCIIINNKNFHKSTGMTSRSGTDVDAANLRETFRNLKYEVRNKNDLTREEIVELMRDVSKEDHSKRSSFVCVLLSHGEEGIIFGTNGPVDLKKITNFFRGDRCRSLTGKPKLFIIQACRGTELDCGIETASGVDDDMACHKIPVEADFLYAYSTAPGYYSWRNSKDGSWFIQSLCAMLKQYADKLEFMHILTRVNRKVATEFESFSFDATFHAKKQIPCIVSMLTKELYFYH
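Assay system: Procaspase-3 D3A mutant, all three cleavage aspartates alanine. Buffer or medium: Zinc-free HEPES saline buffer with Triton X-100. Times: 1 h compound preincubation, 2 h substrate hydrolysis at 25 °C. Measured by: 405 nm absorbance of p-nitroaniline, reads at 0 and 120 min. Read-out basis: percent activation relative to control range. Replicates: singlicate.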
procasp7 counter: counter-screen: procaspase-7 (human) activation; recombinant procaspase-7, Ac-DEVD-pNA absorbance 405 nm; D23A/D198A/D206A triple mutant, cannot self-cleave; scale: DMSO 0, 5 µM enzyme 100; activation, % at 8.5 µM; hit rate 0.093% among 330,000;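 active means percent activation above the screen-wide mean plus 3 SD, cut at about 25% in these data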
Target sequence (P55210 whole entry D23A/D198A/D206A): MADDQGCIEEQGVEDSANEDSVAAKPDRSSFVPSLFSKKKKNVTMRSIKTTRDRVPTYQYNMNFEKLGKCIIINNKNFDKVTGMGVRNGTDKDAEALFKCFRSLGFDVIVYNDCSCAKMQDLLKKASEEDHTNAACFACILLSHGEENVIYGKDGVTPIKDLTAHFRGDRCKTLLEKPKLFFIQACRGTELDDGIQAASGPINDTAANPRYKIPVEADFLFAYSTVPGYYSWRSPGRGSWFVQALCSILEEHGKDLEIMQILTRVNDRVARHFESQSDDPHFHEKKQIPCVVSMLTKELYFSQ
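signal = Epi-absorbance of released pNA at 405 nm, two timepoints | assay system = Uncleavable procaspase-7 mutant enzyme | reagent = Ac-DEVD-pNA substrate, 400 µM as added | times = 1 h enzyme–compound preincubation and 2 h substrate reaction, both 25 °C | benchmarks = low DMSO alone, high DMSO plus 5 µM PC-7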
MEP2-GFP yeast: alters MEP2-GFP fluorescence in TOR pathway yeast screen. GFP response vs DMSO, % at 10 µM. S. cerevisiae MEP2-GFP strain, flow cytometry GFP, 3 h; 100% = DMSO control level. hit rate 0.51% among 330,000;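 active means GFP response versus DMSO above a set limit, roughly screen mean plus 3 SD, cut at about 180% in these data; inconclusive means fewer than 70 cells counted for a yeast strain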;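 further: median GFP fluorescence of the barcode-gated MEP2-GFP cells per well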
LAP4 TOR yeast: yeast TOR pathway LAP4-GFP modulation. GFP response vs DMSO, % at 10 µM. hit rate 0.34% among 320,000. S. cerevisiae LAP4-GFP multiplex, flow cytometry GFP, 3 h; median GFP as percent of DMSO wells;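 active means GFP response vs DMSO above a set limit, about the screen mean plus 3 SD, cut at about 150% in these data; inconclusive means under 70 cell events counted for the yeast strain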
Yeast superoxide: yeast age-related superoxide inhibition as caloric restriction mimetic; S. cerevisiae aged cells, superoxide DHE fluorescence; stronger effect = lower value; superoxide response (% of plate mean), % at 10 µM; hit rate 0.18% among 330,000; AID 2690;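 active means superoxide response under a set limit, about three screen SD below normal, cut at about 65% in these data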;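 further: yeast aged for seven days with compound at 30 °C before DHE staining; 100% = average MFI of all compound-treated wells on the plate with controls excluded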
AHR activator: human AHR activation. AHR-responsive luciferase reporter cells, luminescence. P35869. hit rate 2.5% among 320,000. activation, % at 5 µM; in the data active means activation above about 47%;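 further: 0% = vehicle wells and 100% = reference agonist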
An asterisk follows results filed as active; u = inconclusive; x = no result given; & = joins results of further samples.

Below each compound: GASC-1 inh	RPL19A TOR yeast	proCasp3 act	procasp7 counter	MEP2-GFP yeast	LAP4 TOR yeast	Yeast superoxide	AHR activator
O=C(O)CCC(=O)Nc1ccc(Cc2ccc(NC(=O)CCC(=O)O)c(O)c2)cc1O
 : -5.1	101.9	-1.8	3.9	108.2	106.9	104.6	0.6
COc1ccc(C)cc1-n1nnnc1SCc1cn2ccsc2n1
 : 5.2	92.6	3.0	2.7	99.9	94.9	62.2*	2.6
CCOC(=O)C[C@H]1c2ccccc2S(=O)(=O)N1c1cccc(OC)c1
 : 28.8	93.9	-0.4	12.8	80.3	103.5	101.0	-0.9
CCN(CC(=O)Nc1cc(Cl)ccc1C)C(=O)c1cc([N+](=O)[O-])ccc1N1CCOCC1
 : -11.8	91.5	-11.0	-17.2	90.3	96.8	78.9	4.9
Cc1ccccc1C(=O)Nc1cccc(-c2cn3ccccc3n2)c1
 : -0.2	97.5	8.1	2.9	98.7	98.3	93.4	6.7
CNS(=O)(=O)c1cccc(C(=O)OCC(=O)N2CCN(C(=O)c3ccco3)CC2)c1
 : -14.1	97.1	-2.1	-0.2	87.6	97.8	81.7	0.9
CCOC(=O)c1c(-c2ccc(C)cc2)csc1NC(=O)CCSc1nnc2ccccn12
 : 1.6	98.9	2.7	2.5	96.2	98.2	101.8	22.9
CC1(C)CC(=O)C(CC(=O)Nc2cc(C(F)(F)F)ccc2Cl)C(=O)C1
 : -3.8	96.7	3.3	6.1	109.8	112.0	122.5	0.4
O=C(O)c1c[nH]c2ccc(F)cc2c1=O
 : 8.6	105.1	-2.6	-9.6	107.1	104.8	103.6	1.4
Cc1cnnc2ccc3c(no[n+]3[O-])c12
 : -2.6	x	3.5	-5.8	92.3	91.3	104.3	7.1
Cc1ccc(C(=O)N/C(=C\c2cn(C)c3ccccc23)C(=O)N2CCN(C)CC2)cc1
 : u	91.9	-7.1	5.5	87.5	89.9	103.7	13.6
CN(C)CCCNc1cc(C(C)(C)C)nc2c(-c3ccc(Cl)cc3)cnn12
 : 4.9	55.8	9.5	1.2	150.8	186.2*	91.2	2.6
C=CCn1c(SCC(=O)NC(=O)c2cccc([N+](=O)[O-])c2)nnc1-c1ccccc1
 : 6.8	100.9	12.9	-5.6	103.1	103.7	106.1	1.9
Cc1ccc(C(=O)NCCSc2ccc(Cl)cc2)cc1[N+](=O)[O-]
 : -13.0	90.6	3.7	1.2	83.1	95.5	101.5	0.0
Cc1ccc(/C=N/NC(=O)c2ccc(NC(=O)c3ccccc3Cl)cc2)o1
 : 8.8	106.2	6.3	4.2	104.7	92.4	101.2	-4.5
COCCN(C(=O)COC(=O)/C=C/c1ccco1)c1c(N)n(Cc2ccccc2)c(=O)[nH]c1=O
 : -9.6	108.4	-5.7	-12.5	146.0	91.9	102.3	12.9
CCOC(=O)N1CCN(S(=O)(=O)c2ccc(OCC(=O)OC)c(C)c2)CC1
 : -26.2	97.8	-1.8	-0.8	99.4	101.8	92.5	-2.9
CCN(Cc1ccccc1)C(=O)C1CCN(Cc2sccc2C)CC1
 : -3.0	93.2	-2.9	-7.5	101.9	87.1	110.8	0.9
CC(=O)Nc1cccc(C(=O)Nc2ccc(S(=O)(=O)N3CCCCC3)cc2)c1
 : 4.5	101.4	4.5	8.3	107.1	101.5	98.1	16.6
CN(C)c1nc2n(c(=O)n1)CCS2
 : -3.8	101.0	-7.7	0.7	108.2	104.9	98.9	0.3
O=c1[nH]c(SCc2n[nH]c(=S)n2-c2ccccc2)nc2sc3c(c12)CCC3
 : -37.6	101.3	-11.4	-18.5	104.6	99.3	124.3	11.1
Cc1nn(Cc2noc(C(=O)NCCCn3ccnc3)n2)c(C)c1Br
 : 3.6	103.8	-5.7	-3.1	109.5	102.4	102.8	12.3
O=C(CCC(=O)N(CC(=O)NC1CCCC1)c1ccc(F)cc1)Nc1nccs1
 : -1.8	103.9	4.7	2.6	108.6	95.5	96.2	0.1
Cc1cc(OCC(=O)N2CCN(c3cccc(Cl)c3)CC2)c2c(C)c(C)c(=O)oc2c1
 : 1.8	102.2	6.5	4.0	103.5	96.5	119.2	-1.9
Nc1nc(CN2CCN(c3ccccc3)CC2)nc(N2CCCc3ccccc32)n1
 : -8.8	102.0	1.0	7.0	99.0	90.0	92.3	-0.7
CCn1cc(C(=O)N2CCCC2)c(=O)c2cc(S(=O)(=O)N3CC(C)CC(C)C3)ccc21 (stereo not given)
 : -13.1	96.5	1.5	0.0	92.6	103.0	89.3	1.2
CCOC(=O)c1cnc2c(cnn2C)c1NCCC#N
 : -6.3	98.2	-12.6	-9.8	99.5	97.6	118.5	11.6
O=C(O)c1cc(O)ccc1NC(=O)C1CCCO1 (stereo not given)
 : 0.6	100.9	0.0	-6.1	99.0	103.0	101.5	3.9
Cc1cc(C)cc(C(=O)NCC(=O)OCC(=O)N(C)C2CCS(=O)(=O)C2)c1 (stereo not given)
 : -9.1	106.2	4.5	-2.9	100.8	91.1	96.3	2.8
FC(F)(F)c1cccc(Cn2nnnc2-c2cc(Cl)cc(Cl)c2)c1
 : 7.6	103.6	-1.9	-5.7	106.8	108.4	103.2	0.8
CC/S(=N\S(=O)(=O)c1ccc(C)cc1)c1ccccc1 (stereo not given)
 : 8.8	96.3	-2.8	4.9	98.3	107.2	104.0	0.0
CC(C)C(NS(=O)(=O)c1ccccc1)C(=O)N1CCCC1 (stereo not given)
 : -2.8	98.6	3.9	-0.8	96.5	89.9	97.9	-0.5
CCOc1ccccc1Nc1nnc(SCC(=O)Nc2ccc3[nH]c(=O)[nH]c3c2)s1
 : 7.5	96.7	-2.9	-2.8	92.3	94.1	97.4	11.0
O=C(Cc1ccc(-c2ccccc2)cc1)NC1CCCC1
 : 8.9	99.0	-0.3	-1.9	100.3	101.6	111.5	0.4
O=C(Cc1ccc(Cl)cc1)NCCCn1ccnc1
 : 3.6	103.4	6.1	-7.5	94.6	94.9	96.9	1.8
Cc1ccccc1C(=O)NNC(=S)Nc1cccc(C(F)(F)F)c1
 : 3.6	97.6	7.9	-1.5	93.2	100.4	100.2	7.6
Cc1ccc2nc(NC(=O)CN3C(=O)NC4(CCCCC4)C3=O)sc2c1
 : -1.2	99.9	6.9	8.2	106.8	102.3	101.8	4.2
CCNC(=O)COC(=O)c1cc(C)nc2ccccc12
 : -3.3	97.8	6.2	1.1	98.2	102.0	91.6	1.1
C=CCSc1nc2sc(C)c(C)c2c(=O)n1N
 : -4.7	106.9	1.2	9.3	140.9	100.8	95.5	27.7
Cn1c(SCC(=O)NCCc2ccccc2)nnc1C1CCCCC1
 : 3.7	105.2	-1.1	9.5	106.4	98.3	96.7	-0.3
Cn1c(C(=O)O)cc2cc(Oc3ccccc3)ccc21
 : 3.8	104.8	3.1	4.8	114.1	107.2	97.8	-0.7
C=CCOc1ccc(/C(O)=C2\C(=O)C(=O)N(CCCOC)C2c2ccc(O)c(OC)c2)cc1 (stereo not given)
 : 2.5	92.1	8.0	-10.4	94.1	96.4	95.5	-6.6
CCOC(=O)C1=C(C)NC2=C(C(=O)CCC2)C1c1cn(Cc2ccc(Cl)cc2Cl)nc1-c1ccccc1 (stereo not given)
 : 6.8	97.7	5.1	11.1	103.5	100.4	106.7	3.0
Cc1nc(-c2ccc(F)cc2)c(CC(=O)N2CCN(S(=O)(=O)c3ccccc3Br)CC2)s1
 : -2.6	102.5	-0.4	5.2	100.8	98.0	127.5	6.6
Cc1cccc(-n2nc([N+](=O)[O-])c(=NC3CCN(Cc4ccccc4)CC3)n2O)c1
 : -7.1	100.5	-4.4	-3.8	95.8	101.5	105.8	12.1
Cc1ccc(NC(=S)Nc2ccc(C(C)C)cc2)cc1S(=O)(=O)N1CCCCCC1
 : -1.0	105.0	-14.3	-18.4	102.3	93.3	80.3	3.5
Cc1cc(NC(=NC2CC2)c2ccccc2F)n(-c2ccccc2)n1
 : -1.8	95.2	1.1	-0.5	96.2	86.0	96.7	3.7
Brc1cccc(/C=N\n2cnnc2)c1
 : 2.6	116.9	-3.4	17.8	107.6	124.5	94.2	0.2
Cc1cc(C)c(NC(=O)c2oc3ccccc3c2COc2ccccc2)c(C)c1
 : 50.1	107.8	6.2	0.0	97.1	93.9	97.0	4.9
O=c1[nH]c(C2CCCN(S(=O)(=O)c3ccc(F)cc3)C2)nc2c1nnn2Cc1ccc(F)cc1 (stereo not given)
 : -9.4	111.6	-2.7	9.3	107.9	96.8	106.0	-2.1
CCCn1cc(NC(=O)c2cc3n(n2)C(C(F)(F)F)CC(c2ccccc2)N3)cn1 (stereo not given)
 : -10.0	100.8	-0.9	-4.0	105.8	99.0	113.3	5.4
Cc1ccccc1-n1nc(C)c2cc(C(=O)N3CCN(S(=O)(=O)c4ccc(F)cc4)CC3)sc21
 : -14.9&49.3	96.5	-4.5	12.5	104.3	106.3	92.8	4.6
O=C(CN1C(=O)CC(c2ccccc2)=Nc2ccccc21)NC1CCCCC1
 : 16.1	97.4	2.1	-0.2	101.1	95.9	93.8	-0.1
CC(C)(C)NC(=O)CN(c1cccc([N+](=O)[O-])c1)S(=O)(=O)c1ccccc1
 : 3.8	100.2	4.1	-14.4	100.5	103.7	110.5	1.7
Cc1cc(Cl)ccc1OCC(=O)Nc1cccc(S(=O)(=O)NC2=NCCCCC2)c1
 : 4.2	101.5	-7.0	-3.1	109.6	106.5	96.5	-1.2
O=C(Nc1c2c(nn1-c1ccc(F)cc1)CS(=O)C2)c1ccc2c(c1)OCO2 (stereo not given)
 : 14.8	101.9	-4.0	5.0	87.7	87.6	97.7	9.8
CCOC(=O)c1nn(-c2cccc(OC)c2)c2nc(CC)c(C#N)c(=O)n12
 : 6.5	102.0	2.6	-4.1	84.6	80.4	92.0	39.8
COC(=O)C1CCN(C(c2ccc(OC)c(OC)c2)c2sc3nc(C)nn3c2O)CC1 (stereo not given)
 : 32.2	93.9	-0.2	1.4	93.8	96.7	84.3	-2.1
O=C(/C=C/c1ccc([N+](=O)[O-])cc1)c1cccnc1
 : 2.2	100.1	5.0	-16.3	96.8	131.0	111.0	2.1
CC(=O)Nc1ccc(S(=O)(=O)Nc2nc3ccccc3nc2N2CCOCC2)cc1
 : -0.3	102.1	0.3	-4.3	107.0	101.2	106.2	0.9
COc1ccc(CCNC(=O)C(=O)NCC2CCCN2S(=O)(=O)c2ccccc2)cc1OC (stereo not given)
 : 23.4	98.5	2.0	-1.9	97.8	98.6	98.2	2.9

Some entries already given, showing only AHR activator and Yeast superoxide:
canonical_smiles	AHR activator	Yeast superoxide
COC(=O)C1CCN(C(c2ccc(OC)c(OC)c2)c2sc3nc(C)nn3c2O)CC1 (stereo not given)	-2.1	84.3
CCOc1ccccc1Nc1nnc(SCC(=O)Nc2ccc3[nH]c(=O)[nH]c3c2)s1	11.0	97.4

Compound activity: PubChem BioAssay, several laboratories
